p-CIP stab down = p/CIP-EGFP fusion destabilizers, primary screen, fluorescence, F442A cells | Q05BA5 | 16 h | decrease of EGFP signal, % at 10 µM | hit rate 0.01% among 290,000 | AID 1984, 2009;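 active means EGFP signal decrease of at least 30% at 10 µM or well 3 SD below plate mean, unless failing retest; inactive means the rest, including hits failing retest or dose response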; further: some compounds called inactive have numbers as strong as hits; many of its hits are not listed in these tables
VIM-2 inh = VIM-2 metallo-beta-lactamase inhibitors, primary screen, biochemical, epi-absorbance readout, Pseudomonas aeruginosa enzyme; purified VIM-2, nitrocefin hydrolysis, epi-absorbance fluorescence; inhibition, % at 5.6 µM; hit rate 0.89% among 290,000;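 active means inhibition above the mean of all tested compounds plus 3 SD, cutoff set per screening run, cut at about 7.5% in these data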;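 further: red hydrolysis product quenches plate fluorescence so inhibitors raise well fluorescence; 0% = enzyme with DMSO and 100% = DMSO without enzyme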
IMP-1 inhibitor = IMP-1 metallo-beta-lactamase inhibitors, primary screen, biochemical, epi-absorbance readout, Pseudomonas aeruginosa enzyme; inhibition, % at 5.6 µM; metallo-beta-lactamase IMP-1 (Pseudomonas aeruginosa); hit rate 0.45% among 290,000; purified IMP-1, nitrocefin hydrolysis, epi-absorbance fluorescence;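 active means inhibition above the mean plus 3 SD of all compounds in the same screening run, cut at about 4.5% in these data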;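 further: 0% = IMP-1 with DMSO and 100% = DMSO wells lacking enzyme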
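assay system = purified recombinant IMP-1 metallo-beta-lactamase enzyme | schedule = 15 min preincubation plus 25 min reaction at 25 °C | signal = Epi-absorbance fluorescence, 480 nm excitation, 530 nm emission | read-out basis = percent inhibition from optical density relative to buffer-blank wells | controls = IMP-1 with DMSO as 0%, enzyme-free DMSO as 100%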
CRFBP-R2 block = antagonists of CRF-BP/CRF-R2 complex, primary screen, cell-based, HEK293, calcium dye fluorescence, uHTS; CRF-induced calcium fluorescence; inhibition, % at 11.8 µM; hit rate 0.59% among 350,000; AID 588475, 2011;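 active means inhibition of the ligand-induced calcium signal above about 50% at the single tested concentration, limit read from the data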
IDE act = human IDE activators in live cells, primary screen, fluorescence polarization, HEK cells, FAbeta-B substrate; Insulin-degrading enzyme (Homo sapiens), P14735; FAbeta-B cleavage; 0% vehicle, 100% cell-free pure enzyme wells; activation, % at 5.96 µM; hit rate 0.073% among 340,000; AID 493087, 2011;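 active means activation above the mean of all tested compounds plus 3 SD, set per screening campaign, cut at about 17% in these data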
IDE cell inh = human IDE inhibitors in live cells, primary screen, fluorescence polarization, HEK cells, FAbetaB substrate. Insulin-degrading enzyme (Homo sapiens), P14735. FAbetaB cleavage. inhibition, % at 5.59 µM. hit rate 0.41% among 320,000;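 active means percent inhibition above the average of all tested compounds plus 3 SD, set per screening campaign, cut at about 16% in these data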;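 further: IDE supplied by intact live HEK cells; FP after avidin binding of uncleaved biotin substrate so inhibition keeps polarization high; 0% = DMSO wells and 100% = 60 µM reference IDE inhibitor Ii1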
SUMO HTRF inh = inhibitors of in vitro SUMOylation cascade, primary screen, biochemical, HTRF, uHTS | SUMO-conjugating enzyme UBC9 (Homo sapiens), P63279 | HTRF SUMOylation assay, SAE1/SAE2 + UBC9 | inhibition, % at 35 µM | hit rate 0.36% among 290,000 | AID 2006, 2009; in the data active means inhibition above about 50%, passing the limit was not always enough; further: strong numbers were not always called active
Target sequence (P63279 whole entry, looked up): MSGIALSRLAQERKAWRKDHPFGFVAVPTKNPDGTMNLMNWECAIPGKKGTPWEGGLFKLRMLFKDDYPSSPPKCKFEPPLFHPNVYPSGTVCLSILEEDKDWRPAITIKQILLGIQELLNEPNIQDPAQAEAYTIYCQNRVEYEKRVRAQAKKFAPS
NS3 helicase inh = inhibitors of HCV NS3 helicase, primary screen, biochemical, Cy5 molecular beacon fluorescence | Hepatitis C virus NS3 helicase | NS3 helicase DNA unwinding | inhibition, % at 10.9 µM | hit rate 0.56% among 290,000;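 active means inhibition above the mean of all tested compounds plus 3 SD, set per campaign, cut at about 35% in these data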;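 further: 0% = DMSO wells and 100% = thioflavine S control wells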
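Test system: hepatitis C virus NS3 helicase domain fragment enzyme. Also added: annealed dual-labelled DNA beacon duplex, ATP-started. Timing: 60 min unwinding reaction at 25 °C after ATP addition. Technique: Cy5 fluorescence. Measure: % inhibition of unwinding.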
GalR3 antag = GalR3 antagonists in HEK293 cells, primary screen, cell-based, fluorescence readout. Galanin receptor type 3 (Homo sapiens), O60755. HEK293 GalR3-CNG cAMP membrane potential fluorescence; galR3 body fused to GalR1 C-terminus. inhibition, % at 3 µM. hit rate 0.44% among 360,000;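 active means inhibition above the screen-wide average plus 3 SD, cut at about 13% in these data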;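 further: forskolin and galanin both at EC90 stimulate the cells; cAMP rise reported by CNG channel membrane potential dye signal; 0% = forskolin plus galanin with DMSO and 100% = forskolin alone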
Target sequence (O60755 1-299 limits assumed): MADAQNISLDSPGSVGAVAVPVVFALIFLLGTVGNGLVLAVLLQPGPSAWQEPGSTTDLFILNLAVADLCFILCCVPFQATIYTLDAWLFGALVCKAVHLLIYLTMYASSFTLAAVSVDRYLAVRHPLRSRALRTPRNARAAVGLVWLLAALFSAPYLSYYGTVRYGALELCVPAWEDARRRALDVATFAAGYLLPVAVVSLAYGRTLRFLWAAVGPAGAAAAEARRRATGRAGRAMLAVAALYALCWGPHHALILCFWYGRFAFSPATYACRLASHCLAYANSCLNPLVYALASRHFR
Starred values were filed as active, the others as inactive; . = no result given.

SMILES | p-CIP stab down | VIM-2 inh | IMP-1 inhibitor | CRFBP-R2 block | IDE act | IDE cell inh | SUMO HTRF inh | NS3 helicase inh | GalR3 antag
CN(C(=O)COC(=O)c1ccccc1NC(=O)c1ccco1)C1CCS(=O)(=O)C1 (stereo not drawn) | -14 | -3.1 | -2.3 | 3 | 1 | 3 | 14 | 1 | -2
CCOc1ccc(CNCc2ccc(C(=O)O)cc2)cc1OC | 7 | -1.2 | -2.7 | -16 | 4 | 5 | 5 | -1 | -4
O=C(O)CCC(=O)Nc1ccc(S(=O)(=O)N2CCCC2)cc1 | 7 | -4.4 | -2.5 | -5 | -5 | 8 | 10 | 7 | -3
O=c1ccc2c(-c3ccccc3S(=O)(=O)O)c3ccc(O)c(O)c3oc-2c1O | . | . | . | 7 | -6 | 3 | . | . | 1
O=C(NCCc1ccccc1)C1CCC(CNS(=O)(=O)c2ccc(F)cc2)CC1 (stereo not drawn) | 5 | -1.1 | -2.8 | -11 | 2 | 4 | 2 | 0 | -8
Cc1sc2nc(SCC(=O)Nc3ccc(S(N)(=O)=O)cc3)[nH]c(=O)c2c1C | -6 | -1.8 | 0.4 | -18 | -4 | 2 | 27 | -1 | -2
CCOc1ccc(N=C2Sc3nc4ccc(C)cc4cc3CN2CCOC)cc1 | -4 | -3.9 | -1.0 | 3 | 5 | 3 | 2 | 11 | -4
CCC(C)(C)n1nnnc1CN(Cc1cc2cc(OC)ccc2[nH]c1=O)C1CCCC1 | -2 | -2.2 | -3.6 | -13 | -2 | -3 | 17 | 1 | -4
Clc1ccc(OCCN2CCOCC2)cc1Cl | -5 | -1.0 | -0.3 | -2 | 6 | 9 | 8 | 11 | 5
CC(C)NC(=O)COc1coc(CN2CCN(c3ccccc3F)CC2)cc1=O | -3 | 0.5 | 0.7 | -9 | 7 | -2 | . | 9 | -6
CN(/N=C/c1ccncc1)c1cnn(-c2ccc(F)c(Cl)c2)c(=O)c1Cl | -10 | -2.2 | -2.5 | 26 | 3 | 4 | 12 | -1 | 0
C/C(=N\NC(=O)c1ccccc1O)c1ccc(NC(=O)Cc2ccccc2)cc1 | -9 | -6.8 | 1.9 | -6 | 5 | -1 | 7 | 4 | -1
CCOC(=O)c1cn(-c2nc(-c3ccc(Cl)cc3)cs2)c2c(F)c(N3CC(C)OC(C)C3)c(F)cc2c1=O (stereo not drawn) | -13 | -4.1 | -2.8 | . | . | . | -2 | 0 | .
Cn1c(CC(=O)NNC(=O)c2ccc(F)cc2F)nc2ccccc21 | . | . | . | -3 | -2 | 2 | . | . | -3
Cc1ccc(C(=O)Nc2ccc(C)c(S(=O)(=O)N3CCOCC3)c2)c(C)c1 | -12 | -2.8 | -5.4 | 14 | 1 | 7 | 2 | -3 | 0
CCOc1ccccc1NC(=O)Nc1ccc2c(c1)CCC2 | -12 | -4.5 | -2.5 | 0 | 5 | -1 | -30 | -1 | -2
O=C1CC(c2ccc3c(c2)OCCO3)Oc2ccccc21 (stereo not drawn) | 4 | -0.3 | -1.7 | -7 | 4 | -4 | 7 | -15 | -4
Cc1cc(C)nc(Nc2n[nH]c(COc3cccc4ccccc34)n2)n1 | -4 | -2.9 | -2.4 | -30 | -8 | . | -12 | 5 | -8
Cc1cc(CNC(=O)C(C)n2nc(C)c([N+](=O)[O-])c2C)c2ccccc2n1 (stereo not drawn) | 1 | -5.1 | -4.1 | 22 | 5 | -1 | 0 | 5 | 1
Cc1cc([N+](=O)[O-])ccc1NC(=O)C1CCCO1 (stereo not drawn) | -2 | 0.7 | 0.1 | 34 | 5 | 3 | 7 | -7 | -3

A draw from above in order of SMILES length, rising:
SMILES | p-CIP stab down | VIM-2 inh | IMP-1 inhibitor | CRFBP-R2 block | IDE act | IDE cell inh | SUMO HTRF inh | NS3 helicase inh | GalR3 antag
O=C(O)CCC(=O)Nc1ccc(S(=O)(=O)N2CCCC2)cc1 | 7 | -4.4 | -2.5 | -5 | -5 | 8 | 10 | 7 | -3
Cc1cc(C)nc(Nc2n[nH]c(COc3cccc4ccccc34)n2)n1 | -4 | -2.9 | -2.4 | -30 | -8 | . | -12 | 5 | -8
C/C(=N\NC(=O)c1ccccc1O)c1ccc(NC(=O)Cc2ccccc2)cc1 | -9 | -6.8 | 1.9 | -6 | 5 | -1 | 7 | 4 | -1
Cc1cc(CNC(=O)C(C)n2nc(C)c([N+](=O)[O-])c2C)c2ccccc2n1 (stereo not drawn) | 1 | -5.1 | -4.1 | 22 | 5 | -1 | 0 | 5 | 1

Next part
SMILES | p-CIP stab down | VIM-2 inh | IMP-1 inhibitor | CRFBP-R2 block | IDE act | IDE cell inh | SUMO HTRF inh | NS3 helicase inh | GalR3 antag
CNC(=O)NC(=O)CSc1nc2cc(C(=O)OC)ccc2c(=O)n1-c1ccccc1 | -5 | -3.0 | -3.7 | -39 | -1 | 1 | 8 | 4 | -2
Cc1cccc(C(=O)Nc2ccc(C(=O)/C=C/c3ccncc3)cc2)c1 | -3 | -1.5 | -1.6 | -1 | -23 | 11 | 9 | -17 | -8
Cc1ccc(C)c(N2CCN(S(=O)(=O)c3ccc4c(c3)CC(C)N4C(=O)C3CC3)CC2)c1 (stereo not drawn) | -1 | -3.5 | -1.7 | 15 | 0 | 2 | -10 | -8 | 0
CCOc1ccc2[nH]c(=O)c(CN(CCO)C(=O)c3ccccc3F)cc2c1 | 11 | -6.5 | -4.0 | 2 | 7 | 9 | 7 | 2 | 4
CSc1nc2ccc3nc(NC(=O)c4ccccc4)sc3c2s1 | 1 | -1.7 | -1.7 | -20 | 3 | -3 | 24 | -2 | 2
CC/C=C(\NC(C)=O)c1ccccc1 | . | . | . | 8 | 4 | 5 | . | . | -3
CC(Sc1ccc(Cl)cc1)C(=O)NCc1ccc2c(c1)OCO2 (stereo not drawn) | -7 | -4.2 | -2.4 | 7 | -3 | 0 | 20 | 4 | -4
O=C(NC1CCN(Cc2ccc(Cl)cc2)CC1)c1cn(-c2ccccc2)nc1-c1cccnc1 | . | . | . | -7 | 0 | -1 | . | . | -6
Cc1cccc(C(=O)NNC(=O)c2ccc(S(=O)(=O)N3CCOCC3)cc2)c1 | -2 | -1.2 | -5.1 | -3 | 2 | 0 | 4 | 1 | -8
CCN1C(=O)c2ccc(C(=O)Nc3ccc(O)cc3C)cc2C1=O | 6 | 1.1 | 0.1 | 4 | 3 | 1 | 7 | -5 | -3
CC(C)CCN(C(=O)c1ccncc1)c1c(N)n(Cc2ccccc2)c(=O)[nH]c1=O | . | . | . | 2 | 1 | -2 | . | . | -2
Cc1ccc(CNCc2cc3c(C(C)(C)C)nn(-c4ccccc4)c3[nH]c2=O)cc1 | -5 | -2.2 | -2.9 | -34 | 6 | -4 | 2 | -15 | -5
COCCNC(=O)COc1cccc(Oc2ccccc2)c1 | 3 | -0.2 | -4.5 | 8 | -2 | -7 | -10 | 2 | -11
CC1CN(c2ccc(S(=O)(=O)N3CCCC3)cn2)CC(C)O1 (stereo not drawn) | 7 | -1.7 | -1.7 | 7 | 1 | 0 | 9 | -10 | -3
Cc1cccc(/C=N/n2c(-c3cc(-c4ccccc4)n[nH]3)n[nH]c2=S)c1 | -2 | 0.0 | -2.9 | -28 | -5 | 0 | -3 | 0 | -5
O=C(CNC(=O)C(c1ccccc1)c1ccccc1)N/N=C/c1cccnc1 | 3 | 0.6 | 0.7 | -9 | . | 2 | 1 | 9 | -4
Cc1c(C)c2ccc(OCC(=O)NC3CCN(Cc4ccccc4)CC3)cc2oc1=O | -4 | 12* | -3.2 | 2 | -4 | 2 | 6 | 2 | -1
O=C1CCc2cc(S(=O)(=O)Nc3ccccc3F)cc3c2N1CCC3 | . | . | . | 10 | 0 | 4 | . | . | -6
COc1cccc2sc3cc(NCc4ccc5c(c4)OCO5)ccc3c(=O)c12 | . | . | . | -1 | 3 | -1 | . | . | -6
Fc1ccc(-c2csc3ncnc(N4CCc5ccccc5C4)c23)cc1 | -7 | 1.5 | -1.3 | 4 | 1 | 9 | -15 | -15 | 1
Cc1ccc2[nH]c3c(c2c1)CCN(C)C3 | -14 | 0.5 | -1.1 | -16 | 2 | -4 | 13 | -7 | -10
O=C(CSc1ncnc2nc[nH]c12)Nc1ccccc1C(F)(F)F | 1 | -2.1 | -3.6 | -17 | -2 | -6 | 1 | 1 | -1
O=S(=O)(Nc1nc2ccccc2nc1NCC1CCCO1)c1ccccc1 (stereo not drawn) | -5 | 0.1 | 0.0 | 15 | -2 | -9 | 30 | 5 | 3
CCCCN(C)CCNC(=O)c1cc2c(-c3ccccc3F)nn(C)c2s1 | -2 | 11* | -2.1 | -5 | 5 | -1 | 24 | -20 | -5
Cc1cc(=O)n2[nH]c(C(=O)O)nc2n1 | 2 | -0.6 | -2.0 | 2 | 3 | 8 | 23 | 4 | 0
CC(C)Cc1nc2oc3c(NCC4CCCO4)ncnc3c2c2c1CCC2 (stereo not drawn) | -16 | -0.4 | -0.8 | -20 | 3 | -6 | 14 | -8 | -3
CC(C)C1S/C(=N/N=C/c2cccs2)NC1=O (stereo not drawn) | 5 | -3.7 | -3.6 | 18 | 2 | -1 | -24 | -3 | 9
Cc1nnc(SCc2nc3ccccc3nc2C)s1 | -5 | 1.4 | -5.6 | -3 | 5 | 2 | 26 | -2 | -1
Cc1nn(C(C)C(=O)NCCCN2CCCC2)c(=O)c2nn(-c3ccccc3)c(C)c12 (stereo not drawn) | 2 | -2.1 | -3.9 | -1 | -3 | 6 | 1 | -16 | -8
COc1ccc(-n2cc(CNCCc3cnc[nH]3)c(-c3cccc(F)c3)n2)cc1 | -4 | -2.7 | -3.4 | -38 | 8 | -4 | -21 | -70 | -8
CCOc1ccc(N=C(NC#N)SCC)cc1 | -6 | -0.9 | -1.3 | -1 | -2 | 9 | -15 | 0 | -5

Exported field by field: two of the compounds above
Cc1cc(C)nc(Nc2n[nH]c(COc3cccc4ccccc34)n2)n1
  p-CIP stab down = -4	VIM-2 inh = -2.9	IMP-1 inhibitor = -2.4	CRFBP-R2 block = -30	IDE act = -8	IDE cell inh = .	SUMO HTRF inh = -12	NS3 helicase inh = 5	GalR3 antag = -8
Cc1cc(CNC(=O)C(C)n2nc(C)c([N+](=O)[O-])c2C)c2ccccc2n1 (stereo not drawn)
  p-CIP stab down = 1	VIM-2 inh = -5.1	IMP-1 inhibitor = -4.1	CRFBP-R2 block = 22	IDE act = 5	IDE cell inh = -1	SUMO HTRF inh = 0	NS3 helicase inh = 5	GalR3 antag = 1
